High-throughput results: PubChem BioAssay, The Scripps Research Institute Molecular Screening Center
TEAD-YAP inh: TEAD-YAP interaction inhibition; HEK-TIYL cells, TEAD-Gal4/YAP UAS-luciferase luminescence; inhibition, % at 9.12 µM; 640,000 tested, 1.4% active; in the data active means inhibition above about 32%;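 further: 0% = median of test compound wells and 100% = reference inhibitor wells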
GPR151 activ: activators of human GPR151. AID 1508602. 650,000 tested, 1% active. PathHunter beta-arrestin GPR151 cells, luminescence. activation, % at 11.2 µM; in the data active means activation above about 4.9%;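 further: 0% = median of compound wells and 100% = cells with positive control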
MITF inh: inhibitors of human MITF | AlphaScreen MITF homodimerization, bead proximity signal | inhibition, % at 2.6 µM | 650,000 tested, 0.91% active | O75030; in the data active means inhibition above about 50%;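 further: 0% = vehicle wells with protein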
FBW7 act: activators of human E3 ligase FBW7 | Q969H0 | AlphaScreen FBW7–phospho-cyclin E peptide binding, activator screen | normalized activity (activation), % at 26.1 µM | 650,000 tested, 0.13% active; in the data active means normalized activity above about 1.9%;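 further: purified mutant Fbw7 with reduced substrate affinity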
Target sequence (Q969H0 whole entry, looked up): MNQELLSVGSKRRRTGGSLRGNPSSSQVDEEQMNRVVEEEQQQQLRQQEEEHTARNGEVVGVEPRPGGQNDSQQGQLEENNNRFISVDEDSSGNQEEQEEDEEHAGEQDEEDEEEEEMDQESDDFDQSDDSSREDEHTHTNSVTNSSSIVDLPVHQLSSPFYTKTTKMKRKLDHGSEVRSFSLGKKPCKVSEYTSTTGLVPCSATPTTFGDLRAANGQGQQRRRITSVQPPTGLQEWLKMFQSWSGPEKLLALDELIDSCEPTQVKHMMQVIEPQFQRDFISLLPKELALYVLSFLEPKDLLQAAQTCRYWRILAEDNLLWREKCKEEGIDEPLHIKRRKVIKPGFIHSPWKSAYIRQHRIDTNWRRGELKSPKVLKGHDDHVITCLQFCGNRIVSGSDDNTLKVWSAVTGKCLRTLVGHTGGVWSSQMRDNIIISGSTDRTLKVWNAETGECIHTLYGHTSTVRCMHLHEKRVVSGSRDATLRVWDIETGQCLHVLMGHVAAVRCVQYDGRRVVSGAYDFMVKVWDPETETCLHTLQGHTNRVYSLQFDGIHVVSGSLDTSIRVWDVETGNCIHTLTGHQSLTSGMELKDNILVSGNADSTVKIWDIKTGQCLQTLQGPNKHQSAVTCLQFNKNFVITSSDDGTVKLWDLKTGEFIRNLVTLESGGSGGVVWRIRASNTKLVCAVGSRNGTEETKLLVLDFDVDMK
The depositor's hits bear a star; & = joins results of further samples.

SMILES	TEAD-YAP inh	GPR151 activ	MITF inh	FBW7 act
CCn1ncc(CN2CCN(CCCc3ccccc3)C(CCO)C2)c1C (centres undefined)	6	-1.6	8	0.1
CN(C)c1ccc(-c2c(C#N)c(N)[nH]c(=S)c2C#N)cc1	8	0.2	-1	0.0
COCC(=O)NC(c1nnc2n1CCN(Cc1cccc3ccccc13)CC2)C(C)C (centres undefined)	4	0.8	15	0.1
Cc1nn(Cc2ccccc2)c(C)c1C(=O)OCC(=O)c1ccc2c(c1)OCCO2	-1	-0.5	3	-0.2
COC(=O)c1ccc(NC(=O)NC2CCCCC2)cc1	-65	-0.4	6	-0.1
CC(=O)Nc1ccc(N/C=C(\C#N)c2nc(-c3ccc4c(c3)OCO4)cs2)cc1	3	1.0	3	0.1
CCOc1ccccc1NC(=O)C1=C(C)NC(=S)NC1c1ccc(Cl)cc1 (centres undefined)	5	0.4	1	0.0
Oc1ccc2oc(=S)sc2c1	2	0.5	-31	0.1
Cc1ccc(O)c(C(=O)c2cc(C#N)c3nc4sc(C)c(C)c4c(=O)n3c2)c1	0	1.0	-4	-0.1
N[C@@H](Cc1ccc(F)cc1)C(=O)O	-2	1.1	-6	-0.1
CCCCNS(=O)(=O)c1ccc(NC(=O)/C=C/c2ccccc2[N+](=O)[O-])cc1	13	-0.6	7	0.1
c1ccc2c(NC3CCCCC3)nc(-c3ccncc3)nc2c1	2	1.0	2	-0.1
CCOC(=O)N/N=C/c1ccc2cc(OC)ccc2c1	-68	0.1	9	-0.1
O=C(/C(=C\c1cccc([N+](=O)[O-])c1)c1nc2ccccc2o1)c1cccnc1	3	-1.4	-3	-0.5
CCOC(=O)C1(CC2CCCCO2)CCN(C(=O)c2cc(C)oc2C)CC1 (centres undefined)	9	0.4	4	0.1
COc1ccc(C(=O)c2cnc3ccc(OC)cc3c2N2CCC(C(N)=O)CC2)cc1	1	-1.9	-2	0.6
Cc1nnc(SCC(=O)O)n1/N=C/c1ccccc1	-4	0.5	0	0.1
CCc1ccc(N(C(=O)Nc2cccc(C)c2)C2=NCCC2)cc1	-17	-0.2	11	0.1
Cc1cccc(C(=O)NNC(=O)c2c(O)c3ccccc3n(C)c2=O)c1	5	0.0	11	0.0
CCCCN(C(=O)c1cccc([N+](=O)[O-])c1)C1CCS(=O)(=O)C1 (centres undefined)	-12	0.0	-2	0.1
Cc1ccc(C)c(N2CCN(C(=O)c3ccc(Sc4ccc(Br)cc4)c([N+](=O)[O-])c3)CC2)c1	1	0.6	-2	0.1
N#Cc1ccccc1S(=O)(=O)Nc1cccc([N+](=O)[O-])c1	-4	-0.6	21	0.9
CC(=O)Nc1ccc(NC(=O)CSc2nnc(C3CCCCC3)n2N)cc1	18	2.5	4	0.1
CCOc1cc(S(=O)(=O)N2CCCCC2)ccc1F	-9	1.1	-11	0.0
O=C1Cc2ccccc2N1C1CCN(S(=O)(=O)c2ccccc2)CC1	-3	1.0	-13	-0.1

(listing goes on)
SMILES	TEAD-YAP inh	GPR151 activ	MITF inh	FBW7 act
COC(=O)C1=C(C)NC(=S)NC1c1ccc(Br)cc1 (centres undefined)	8	-0.5	4	0.0
CCOC(=O)C1=C(C)NC2=C(C(=O)C(C(=O)OC)C(C)C2)C1c1ccc(OCc2ccccc2)c(OC)c1 (centres undefined)	-3	-2.1	11	0.0
CC(=O)Oc1cc(OC(C)=O)c2c(=O)c(-c3ccc4c(c3)OCCCO4)coc2c1	70*	-0.5	3	0.0
NC(=S)NN(N)c1nc(N2CCOCC2)nc(N2CCOCC2)n1	-1	0.5	-3	-0.2
CC(C)(C)c1ccc(-c2nc(-c3ccccc3)no2)cc1	77*	0.7	0	0.1
CC(Cc1ccc2c(c1)OCO2)CN1CCc2c(nc(N3CC(C)OC(C)C3)[nH]c2=O)C1 (centres undefined)	5	0.2	8	-0.1
CCN(C(=O)Cn1ncc2c(=O)oc3ccc(C)cc3c21)c1ccc(F)cc1	2	-0.2	8	-0.2
COc1ccc(C2(c3ccc(OC)c(Cl)c3)CCCCC2)cc1Cl	8	-0.6	3	-0.1
CN1CCN(C(=S)Nc2ccc([N+](=O)[O-])cc2)CC1	-33	4.2	-10	0.1
COc1ccc(Cn2c(=O)c3cccnc3n(CC(=O)Nc3ccc(C)c(F)c3)c2=O)cc1	12	-0.8	4	-0.1
O=C(Nc1ccc2oc(-c3cccc(Cl)c3Cl)nc2c1)c1cc(Br)ccc1Cl	-21	-0.4	-2	0.0
CCCNc1cc(C)nc(-c2ccc(C(=O)N3CCN(C)CC3)cc2)n1	-43	-1.9	-6	0.0
CC(C)(C)NC(=O)NS(=O)(=O)c1ccccc1Cl	2	1.1	-5	0.1
COC(=O)c1ccc(NC(=O)COC(=O)c2nn(C)c(=O)c3ccccc23)cc1	5	-1.0	11	0.7
COc1ccccc1/C=C1\SC(=Nc2ccc(F)cc2)NC1=O	11	-1.4	5	0.0
CN(CCCNC(=O)c1ccc2c(c1)NC(=O)c1ccccc1N2)Cc1ccccc1	0	-1.4	-12	-0.1
COc1ccccc1N(CC(O)Cn1c(C)nc2ccccc21)S(=O)(=O)c1ccccc1 (centres undefined)	2	2.6	-5	0.0
CC1(C(=O)O)CCC(C(=O)Nc2ccc(C(=O)O)cc2)C1(C)C (centres undefined)	0	1.1	11	0.0
O=C(Cn1cc[n+](CC(=O)c2ccccc2)c1)c1ccccc1	3	-0.4	-4	0.0
Cc1cc(NC(=O)C(C)C)ncc1NC(=O)CCc1ccccc1	-8	0.1	-23	-0.1
Cc1cc(C)nc(SCC(=O)Nc2sc3c(c2C(N)=O)CCCCCC3)n1	3	-1.8	12	0.1
N#CC1=C(SCC(=O)Nc2cccc(F)c2)NC(=O)CC1c1ccccc1F (centres undefined)	20	-1.5	4	-0.1
COc1cccc2ccc(CN3CCc4nnc(C(C)NC(=O)c5ccco5)n4CC3)nc12 (centres undefined)	10	0.5	3	-0.1
COc1ccccc1NC(=O)c1c(N)[nH]n2c(=O)c(C(C)(C)C)nnc12	13	0.7	3	-0.1
O=C(NCC1CCCO1)C(=O)N/N=C\c1ccc2c(c1)OCO2 (centres undefined)	8	0.1	12	-0.1

Copied from the list:
CCCNc1cc(C)nc(-c2ccc(C(=O)N3CCN(C)CC3)cc2)n1 in MITF inh reads -6
CCN(C(=O)Cn1ncc2c(=O)oc3ccc(C)cc3c21)c1ccc(F)cc1 in MITF inh reads 8

Next part:
SMILES	TEAD-YAP inh	GPR151 activ	MITF inh	FBW7 act
Cc1cc(NC(=O)CSc2nc3ccccc3c(=O)n2CCC(=O)N2CCN(c3ccccc3)CC2)n[nH]1	-3	1.6	-2	-0.2
COc1ccccc1CNC(=O)COC(=O)C12CC3CC(CC(O)(C3)C1)C2	-8	-1.3	0	0.1
C=CCn1cc(C(=O)NC(C)CC)c(=O)c2cc(S(=O)(=O)N3CCCCCC3)ccc21 (centres undefined)	-6	0.0	2	-0.1
CSCCC(NC(=O)/C(=C\c1ccco1)NC(=O)c1ccco1)C(=O)O (centres undefined)	-16	-0.2	13	-0.1
Cc1cc(-c2cnc(N3CCCCC3)nc2C2CCN(Cc3ccnn3C)CC2)on1	-14	0.6	5	0.1
NC(=O)CSc1nnc(CN2CCOCC2)n1-c1ccccc1	7	1.4	10	0.0
CCC(=O)Nc1cc2nc3[nH]c(=O)n(Cc4ccccc4)c(=O)c3nc2cc1C	-4	0.0	11	0.0
COc1ccccc1CNC(=O)c1cnc(N2CCN(c3ccccc3OC)CC2)c2ccccc12	-9	0.5	9	0.0
C=CCOC(=O)c1ccc2c(c1)C(=O)N(c1ccc(C)cc1)C2=O	10	-0.9	4	0.1
C=CCNC(=S)NNc1ccc([N+](=O)[O-])cc1	-1	0.0	2	-0.1
C=C(C)COc1ccc2c(C)c(CCC(=O)O)c(=O)oc2c1C	-7	-0.5	11	0.1
CCOc1ccc(Nc2ncnc(N)c2[N+](=O)[O-])cc1	-4	-0.9	8	0.0
COc1ccc2oc(=O)c(C(=O)Nc3ccccc3C(=O)O)cc2c1	-14	-2.6	-2	0.0
COCCCNC(=O)CN1N=C(c2ccc(C)cc2)CCC1=O	5	-0.3	-7	0.1
COc1ccc(OC)c(Cc2nnc(CCC(=O)NC3CC(C)(C)CC(C)(C)C3)o2)c1	-33	-2.8	9	0.0
CCOc1ccc(N2C(=O)C(CC(=O)Nc3ccc(C(=O)OC)cc3)N(Cc3ccccc3)C2=S)cc1 (centres undefined)	8&4	0.4&0.2	4&7	0.0&0.0
CC1=C(C(=O)N2CCCCC2)C(c2ccc(F)c(Br)c2)C2=C(CCCC2=O)N1 (centres undefined)	-4	-0.1	-2	-0.2
CCCCSc1nnc2c(n1)OC(c1cccc(O)c1)Nc1ccc(Br)cc1-2 (centres undefined)	7	-0.2	7	-0.2
N#CC1=C(N)n2c(s/c(=C\c3cccc(F)c3)c2=O)=C(C#N)C1c1cccc(F)c1 (centres undefined)	10	-0.9	-2	0.1
O=C(O)/C=C/C(=O)NNC(=O)c1ccc([N+](=O)[O-])cc1	-2	0.2	6	0.7
COc1ccc(C(CNc2nnnn2-c2ccccc2)N2CCOCC2)cc1 (centres undefined)	1	0.5	51*	0.0
O=C(CN1C(=O)NC(c2ccccc2)(c2ccccc2)C1=O)Nc1ccc2[nH]c(=O)[nH]c2c1	5	1.2	22	0.1
Cc1ccc(-c2nc3ccccc3o2)cc1NC(=O)c1ccc([N+](=O)[O-])o1	-9	-2.1	14	0.2
CCN1C(=O)CC(C(=O)Nc2ccc(Br)cc2)SC1=Nc1ccc(F)cc1 (centres undefined)	-2	-1.4	-18	-0.1
CC(O)CSc1nc2c(c(=O)n(C)c(=O)n2C)n1Cc1ccccc1Cl (centres undefined)	-10	1.4	2	0.0

Continuation.
SMILES	TEAD-YAP inh	GPR151 activ	MITF inh	FBW7 act
O=C(c1cc2cc(Br)ccc2oc1=O)N1CCSC1c1cccc([N+](=O)[O-])c1 (centres undefined)	11	1.5	10	-0.1
COCCN=c1scc(-c2ccco2)n1/N=C/c1c(O)ccc2ccccc12	-1	-0.1	4	0.0
COc1cc(/C=N/n2nnnc2N)ccc1OS(=O)(=O)c1ccc(C)cc1	-5	0.7	-2	-0.1
CN(C)S(=O)(=O)c1ccc(/C(O)=C2/C(=O)C(=O)N(CCCN3CCOCC3)C2c2ccc(Cl)cc2)cc1 (centres undefined)	-2	1.2	-8	-0.3
O=C(O)CC(NC(=O)C(c1ccccc1)c1ccccc1)c1cccc([N+](=O)[O-])c1 (centres undefined)	-6	-1.1	-1	0.1
N#CC1=C(N)Oc2n[nH]c(-c3ccccc3)c2C1c1ccc(Br)cc1 (centres undefined)	-7	-0.6	5	0.0
CC(C)C(=O)Nc1nnc(SCC(=O)N(C(C)C)C(C)C)s1	1	-0.3	1	0.2
O=C(CSc1nc2[nH]ncc2c(=O)n1-c1ccccc1Br)NCc1ccccc1Cl	7	-0.3	-5	0.3
O=c1oc2ccccc2cc1-c1nnc(-c2ccc(Cl)cc2Cl)o1	1	-0.6	-6	0.0
O=C(CCNS(=O)(=O)c1ccc2[nH]c(=O)ccc2c1)N1CCCC2CCCCC21 (centres undefined)	9	0.4	-2	-0.2
O=C(NCCN1CCN(C(=O)c2ccccc2F)CC1)C(=O)Nc1ccc(F)cc1	-6	0.9	8	0.0
c1ccc(-n2cnc3c(NC4CC4)nc(Nc4nccc5ccccc45)nc32)cc1	43*	-2.1	9	0.4
CCCCNS(=O)(=O)c1ccc(NCc2ccccc2)cc1	5	2.3	-82	0.1
CC(C)(CO)CNC(=O)c1ccc(OC2CCN(C(=O)C3CC3)CC2)cc1	12	0.6	-4	0.0
Cc1cc(C)nc(N2CCC(CNC(=O)Cc3ccc(F)cc3)CC2)n1	6	-0.4	19	0.3
CCOC(=O)c1c(NC(=O)c2c(C)nn(-c3ccccc3)c2Cl)sc2c1CCCC2	-6	-1.8	-4	0.0
CNC(=O)c1cc2cc(Br)ccc2oc1=O	-7	-0.6	0	0.0
COc1ccc(C(=O)Nc2ccc(-c3nc4ccccc4s3)c(O)c2)cc1[N+](=O)[O-]	-15	-1.6	13	0.1
CC1CCc2c(C(=O)NN3CCN(C)CC3)csc2C1 (centres undefined)	-2	-0.3	16	0.0
COc1ccc(-c2c(C)nn3c(N4CCC(C(=O)O)CC4)cc(C)nc23)cc1OC	-1	-1.4	0	0.0

One compound at a time, from the list above. Order of values: TEAD-YAP inh	GPR151 activ	MITF inh	FBW7 act
O=C(O)CC(NC(=O)C(c1ccccc1)c1ccccc1)c1cccc([N+](=O)[O-])c1 (centres undefined) as listed: -6	-1.1	-1	0.1
CCOC(=O)C1(CC2CCCCO2)CCN(C(=O)c2cc(C)oc2C)CC1 (centres undefined) as listed: 9	0.4	4	0.1
Cc1ccc(C)c(N2CCN(C(=O)c3ccc(Sc4ccc(Br)cc4)c([N+](=O)[O-])c3)CC2)c1 as listed: 1	0.6	-2	0.1
COc1ccc(C(=O)c2cnc3ccc(OC)cc3c2N2CCC(C(N)=O)CC2)cc1 as listed: 1	-1.9	-2	0.6

Of the compounds above, these contain a thiophene ring, fused or not:
SMILES	TEAD-YAP inh	GPR151 activ	MITF inh	FBW7 act
Cc1ccc(O)c(C(=O)c2cc(C#N)c3nc4sc(C)c(C)c4c(=O)n3c2)c1	0	1.0	-4	-0.1
Cc1cc(C)nc(SCC(=O)Nc2sc3c(c2C(N)=O)CCCCCC3)n1	3	-1.8	12	0.1
CCOC(=O)c1c(NC(=O)c2c(C)nn(-c3ccccc3)c2Cl)sc2c1CCCC2	-6	-1.8	-4	0.0
CC1CCc2c(C(=O)NN3CCN(C)CC3)csc2C1 (centres undefined)	-2	-0.3	16	0.0
